Screens from PubChem BioAssay.
Cdc42 wt: human Cdc42 wildtype GTP binding change, either direction; P60953; GST-Cdc42 beads, Bodipy-GTP binding, flow cytometry; actives lie on both sides; percent activity (GTP binding), % at 10 µM; actives 0.2% (n = 190,000); AID 761;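 active = percent activity GTP binding at least 20 points away from the 100% baseline, either down as inhibitor or up as activator; inconclusive = compound flagged as likely green fluorescent from well-wide comparison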;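 also: median bead fluorescence of bound Bodipy-FL-GTP at 100 nM; 0% = excess unlabeled GTP control and 100% = no compound control; below 100% means less GTP binding so inhibitor and above means activator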
Target sequence (P60953 whole entry, looked up): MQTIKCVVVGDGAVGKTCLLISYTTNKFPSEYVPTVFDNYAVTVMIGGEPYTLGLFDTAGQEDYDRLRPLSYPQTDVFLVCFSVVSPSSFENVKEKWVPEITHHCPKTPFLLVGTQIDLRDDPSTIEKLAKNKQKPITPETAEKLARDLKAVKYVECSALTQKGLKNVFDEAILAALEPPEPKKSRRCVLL
Rab2A wt mod: changes GTP binding to wildtype dog Rab2A, up or down. GST-Rab2 wt beads, Bodipy-GTP binding, flow cytometry. actives 0.19% (n = 190,000). P61105. GTP binding activity, % at 10 µM;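 active = GTP binding activity at least 20 points away from 100%, either lowered or raised; inconclusive = signal likely due to the compound's own green fluorescence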;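 also: 0% = beads with excess unlabeled GTP and 100% = no-compound control corrected for plate trend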
Rab7 wt GTP bind: dog Rab7 wildtype GTP binding, inhibitors and activators | GST-Rab7 beads, fluorescent GTP binding, flow cytometry; actives lie on both sides; untreated = 100%, excess cold GTP = 0% | GTP binding activity (percent of control), % at 10 µM | actives 0.055% (n = 190,000) | AID 758;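 active = fluorescent GTP binding to Rab7 beads changed by at least 20 points from the 100% baseline, either direction, mostly lower; inconclusive = compound itself probably fluorescent, or too few beads counted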;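 also: median green fluorescence of bound Bodipy-FL-GTP per Rab7 bead population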
Rac1 mut GTP: modulators of GTP binding to human Rac1 activated mutant. P63000. GST-Rac1 activated beads, fluorescent GTP binding, flow cytometry; actives lie on both sides; 100% means binding = to untreated wells. percent activity (GTP binding), % at 10 µM. actives 0.11% (n = 190,000);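 active = GTP binding at least 20 percentage points away from the 100% baseline, in either direction, so actives lie on both sides; inconclusive = Compound likely fluorescent itself, or too few beads counted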
ABCB1 block: blocks JC-1 efflux by human ABCB1 transporter; AID 1326; P08183; actives 0.067% (n = 190,000); inhibition, % at 6.6 µM; CCRF-Adr cells, flow cytometry; in the data active = inhibition above about 40%;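 also: 0% = vehicle and 100% = reference inhibitor; higher value means more JC-1 retained so stronger ABCB1 efflux block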
Mcl1-Noxa inh: Mcl-1/Noxa interaction inhibition; TR-FRET Mcl-1/Noxa peptide binding, 2 h; inhibition, % at 21.7 µM; AID 1022; actives 1.5% (n = 220,000);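 active = compounds that cut the protein-peptide binding signal by more than 50% relative to plate controls in a single-dose test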;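 also: His-tagged Mcl-1 with rhodamine Noxa BH3 peptide and terbium anti-His antibody; 0% = Mcl-1 plus Noxa peptide wells and 100% = peptide-only wells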
Target sequence (Q07820 whole entry, looked up): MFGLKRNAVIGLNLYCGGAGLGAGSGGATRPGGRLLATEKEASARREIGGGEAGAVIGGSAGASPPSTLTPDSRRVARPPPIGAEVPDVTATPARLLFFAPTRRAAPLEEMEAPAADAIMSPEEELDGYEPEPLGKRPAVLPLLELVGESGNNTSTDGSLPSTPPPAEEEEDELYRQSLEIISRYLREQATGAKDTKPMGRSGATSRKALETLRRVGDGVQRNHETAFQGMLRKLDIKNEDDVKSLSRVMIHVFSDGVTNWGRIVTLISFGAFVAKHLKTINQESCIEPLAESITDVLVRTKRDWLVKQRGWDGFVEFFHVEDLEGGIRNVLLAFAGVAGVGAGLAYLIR
ABCG2 block: inhibitors of human ABCG2 transporter, ABCB1 counter-screen; IgMXP3 cells, JC-1 efflux, flow cytometry; inhibition, % at 6.6 µM; actives 0.1% (n = 190,000);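 active = inhibition above 80%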;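 also: 0% = DMSO and 100% = nicardipine control wells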
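test system = two drug-resistant human cell lines, ABCG2 and ABCB1 | amount = 3 million cells/mL final, two lines in 1:1 ratio | reagent = JC-1 transporter substrate | doses = one concentration, 6.6 µM final | incubation = 10 min at 25 °C | signal = flow cytometric JC-1 green MFI at 530 nm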
Rac1 wt modul: human Rac1 wildtype GTP binding, inhibitors and activators | GTP binding activity (% of control), % at 10 µM | GST-Rac1 beads, fluorescent GTP binding, flow cytometry; actives lie on both sides; 0 = cold GTP competed, 100 = untreated | P63000 | actives 0.27% (n = 190,000);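 active = GTP binding activity at least 20 points away from the 100% control level, either lower or higher; inconclusive = compound flagged as likely green fluorescent, judged across all proteins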
Avidin bead fluor: avidin bead compound fluorescence profile; fluorescence (KMESF) at 10 µM; actives 0.38% (n = 220,000); AID 1775; Avidin beads, compound fluorescence 488/530 nm, flow cytometry; active compounds read high; in the data active = fluorescence above about 47; also: inactives centre near 10
Pf gamet viab: inhibitors of late stage P. falciparum gametocyte viability. P. falciparum stage V gametocytes, ATP luminescence, 24 h. inhibition, % at 10.9 µM. actives 0.065% (n = 150,000). AID 743093;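 active = inhibition above the mean plus 3 SD of compounds within the control limits, set per campaign, cut at about 38% in these data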;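 also: 0% = DMSO wells and 100% = medium only without gametocytes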
HRas wt GTP bind: human HRas wildtype GTP binding, change in either direction. actives 0.14% (n = 190,000). GTP binding activity, % at 10 µM. P01112. GST-Ras wt beads, Bodipy-FL-GTP binding, flow cytometry; actives lie on both sides;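 active = GTP binding activity at least 20% away from the 100% baseline, either lowered as inhibitor or raised as activator; inconclusive = flagged as likely green fluorescent, judged across all proteins in the well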;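 also: 0% = unlabeled GTP competition control and 100% = no-compound control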
Target sequence (P01112 whole entry, looked up): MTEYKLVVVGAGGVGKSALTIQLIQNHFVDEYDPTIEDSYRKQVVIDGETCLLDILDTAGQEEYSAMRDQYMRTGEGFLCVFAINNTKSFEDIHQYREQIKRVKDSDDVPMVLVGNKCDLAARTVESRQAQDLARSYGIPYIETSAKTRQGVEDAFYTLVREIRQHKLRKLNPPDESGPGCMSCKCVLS
Active calls of the source: *; ? = inconclusive; / = not tested or not shown.

SMILES	Cdc42 wt	Rab2A wt mod	Rab7 wt GTP bind	Rac1 mut GTP	ABCB1 block	Mcl1-Noxa inh	ABCG2 block	Rac1 wt modul	Avidin bead fluor	Pf gamet viab	HRas wt GTP bind
COc1cc(/C=C/C2=CC(C)(C)NC(=S)N2)cc(OC)c1OC	95	95	95	94	0.4	7	35	94	12	6	95
CC(=O)Nc1nc(=S)n(-c2ccccc2)[nH]1	99	97	93	96	0.3	15	1	98	5	-15	99
COc1ncnc2c1oc1nc(C(C)C)c3c(c12)CC(C)(C)OC3	101	97	99	98	0.4	11	2	98	11	3	98
CC(=O)Nc1c(C)ccc(S(N)(=O)=O)c1C	99	100	106	98	-0.1	6	-1	102	12	14	103
OCCC1CN(Cc2nc3ccccc3s2)CCN1C1CCCCC1 (stereo not given)	100	98	96	97	0.9	10	0	100	7	/	98
CC(=O)c1cc(-c2ccc(F)cc2)n(CCC(=O)Nc2cccnc2)c1C	96	102	106	100	1.7	0	15	98	26	-2	100
O=C(O)C1C2CCC(C2)C1C(=O)NCc1ccco1 (stereo not given)	101	97	97	98	0.0	7	0	102	8	/	99
O=C(CCC(=O)N(Cc1ccco1)C(C(=O)NC1CCCC1)c1ccncc1)Nc1cccnc1 (stereo not given)	99	98	101	98	-0.1	-8	0	96	42	/	99
COc1ccc(NC(=O)CN2CCC(C(N)=O)(N3CCCCC3)CC2)cc1	104	101	99	102	1.0	14	11	103	11	/	99
CCn1nccc1C(=O)Nc1ccc(Cl)cn1	104	103	101	102	0.1	-5	1	104	5	/	101
CNc1c([N+](=O)[O-])cnn1-c1ccccn1	100	96	98	94	-0.2	12	0	99	5	-32	97
CCc1nnc(NC(=O)CSc2nnc(Cc3ccccc3)o2)s1	101	102	103	98	-0.6	19	30	106	9	/	101
CCc1nnc(NC(=O)CCC(=O)O)s1	101	100	99	100	-2.5	16	-5	108	8	/	102
O=C(Cn1cnc2c(nnn2Cc2ccccc2)c1=O)NCc1ccco1	101	102	101	100	0.4	2	2	107	7	/	100
O=C1OCC(CO)(CO)N=C1NNc1cc(Cl)ccc1Cl	99	100	100	101	0.3	-10	2	102	19	-8	100
Cc1cccc(Nc2nc(NC(C)C)nc(Oc3ccc(=O)n(C)n3)n2)c1	105	102	101	100	1.4	16	10	108	18	7	103
CCOCCCNC(=O)C(C)NS(=O)(=O)c1ccc(C)cc1 (stereo not given)	95	93	94	94	0.4	/	2	92	12	18	96
CCOc1ccc(-n2c(SCC(=O)Nc3nccs3)nc3c(c2=O)SCC3)cc1	105	101	104	99	0.0	3	0	102	25	/	100
Cc1cccn2c(=O)c(/C=C(\C#N)C(=O)NC3CCS(=O)(=O)C3)c(N3CCC(C)CC3)nc12 (stereo not given)	96	98	101	100	10	15	7	101	13	11	98
CS(=O)(=O)N(CC(=O)N1CCCCCC1)c1cccc(Br)c1	103	101	101	99	0.2	-26	0	103	5	/	101
C=CCSC1=C(C#N)C2(CCCCC2)C(C#N)C(=O)N1 (stereo not given)	102	102	102	102	0.1	6	-4	102	7	2	99
CC(=O)c1cc(F)c(N2CCCC2)cc1C	97	93	93	94	0.2	-7	1	95	21	11	98
COc1ccc(C(=O)N/N=C2\CCc3ccccc32)cc1OC	95	98	105	93	0.2	-3	2	98	20	-1	97
CC(=O)c1c(COC(=O)c2cccnc2)nc2ccccc2[n+]1[O-]	93	95	97	97	-0.1	17	0	98	6	-1	95
CC1Cc2ccccc2N1C(=O)c1ccc(N2CCCCC2)c([N+](=O)[O-])c1 (stereo not given)	98	95	95	99	2.5	17	37	100	11	8	96

Only Mcl1-Noxa inh and Pf gamet viab, for some of the entries so far:
| SMILES | Mcl1-Noxa inh | Pf gamet viab |
| --- | --- | --- |
| CS(=O)(=O)N(CC(=O)N1CCCCCC1)c1cccc(Br)c1 | -26 | / |
| C=CCSC1=C(C#N)C2(CCCCC2)C(C#N)C(=O)N1 (stereo not given) | 6 | 2 |
| CC(=O)c1cc(F)c(N2CCCC2)cc1C | -7 | 11 |
| COc1ccc(C(=O)N/N=C2\CCc3ccccc32)cc1OC | -3 | -1 |

The list continues.
SMILES	Cdc42 wt	Rab2A wt mod	Rab7 wt GTP bind	Rac1 mut GTP	ABCB1 block	Mcl1-Noxa inh	ABCG2 block	Rac1 wt modul	Avidin bead fluor	Pf gamet viab	HRas wt GTP bind
CSc1ccc(-c2cc(=O)c3ccccc3o2)cc1	100	99	99	96	1.1	7	2	99	2	/	98
COc1ccc(-c2cn3ccsc3n2)cc1	108	104	106	102	0.3	0	3	111	9	-5	104
CCOC(=O)NC1(Nc2ccc(C)cc2)Oc2ccccc2O1	98	96	100	98	0.9	11	6	105	23	-10	100
Cc1cccc(OCC2=N/C(=C\N(C)C)C(=O)O2)c1	106	103	101	102	0.4	19	2	110	10	-23	104
CCOC(=O)CSc1nsc(SCC(=O)OCC)c1C#N	101	100	97	101	-0.3	-7	-1	104	8	/	102
CCC(=O)N1CCc2cc(S(=O)(=O)CCC(=O)Nc3ccc(C)cn3)ccc21	99	101	99	97	0.4	-27	0	97	4	5	100
CC1CCN(CCCNC(=O)CCCNC(=O)Cn2cnc3sc4c(c3c2=O)CCCC4)CC1	101	98	100	101	-0.3	-9	-2	105	8	/	101
COc1ccc(-n2c(C)cc(C(=O)Cn3c(NCCO)nc4ccccc43)c2C)cc1	98	96	96	96	0.5	7	1	95	13	-15	97
COCCn1c(=O)[nH]c2cc(C(=O)NCCCN3CCN(c4ccc(F)cc4)CC3)ccc2c1=O	96	96	93	96	0.1	/	0	92	9	0	94
Cc1ccc(S(=O)(=O)N(C)C)cc1NC(=S)NC(C)CCCC(C)C (stereo not given)	103	98	101	100	0.8	22	2	101	6	15	100
Cc1cc(Cl)ccc1OCC(=O)OC(C)C(=O)NC(N)=O (stereo not given)	100	98	95	98	0.0	-12	0	99	5	-1	98
CCN(CC)S(=O)(=O)c1cccc(NC(=O)C2SC(=Nc3ccc(C)cc3C)C(C(=O)NC(C)COC)=C2N)c1 (stereo not given)	103	104	101	100	0.3	-11	-1	103	14	/	103
O=C1NC(=O)/C(=C\c2ccccc2Oc2ccc(F)c(F)c2)S1	97	99	100	95	-0.1	21	0	102	12	-4	99
Cc1ccnc(NC(=S)NC(=O)/C=C/c2ccc(Cl)cc2)c1	101	102	102	101	-0.3	15	-2	105	12	0	103
COc1ccccc1C(=O)Nc1ccc(C)cc1C(=O)c1ccccc1	103	98	98	100	1.5	15	14	102	23	18	99
CCOCCCNC(=O)C1CCN(S(=O)(=O)c2ccc(C)cc2)CC1	102	100	93	101	0.7	2	4	105	6	/	100
O=c1c2ccccc2c(-c2ccccc2)nn1Cc1ccccc1	98	97	94	99	1.0	15	2	102	15	/	100
Cc1cc(S(=O)(=O)Nc2ccc3c(c2)n(C)c(=O)n3C)ccc1F	101	101	104	98	0.9	-2	3	103	9	12	103
Cc1cc(C)c(C(=O)CSc2nnc(C)s2)c(C)c1	97	94	96	97	1.5	8	22	98	10	8	95
CN(C)C(=O)N1CCC(C(=O)NCc2ccc(F)cc2Cl)CC1	103	101	102	100	-2.0	-8	-1	105	5	/	104
O=C(Cn1ncc2c(=O)oc3ccccc3c21)N1CCN(c2ccccn2)CC1	102	101	101	99	0.6	7	0	102	33	/	100
CCO[C@H]1OC(C(=O)N2CCCCCCC2)=C[C@@H](c2csc3ccccc23)[C@@H]1CCCO	95	93	95	95	0.9	7	4	96	5	/	95
COCCNC(=O)COC(=O)C1=Cc2ccccc2OC1	99	99	100	97	0.6	7	3	103	11	-7	99
N#Cc1cnn(Cc2ccccc2)c1N	98	93	94	93	-0.1	33	-1	93	12	-1	96
CCN1CCN(Cc2cc(=O)oc3cc(C)cc(C)c23)CC1	100	97	98	96	0.6	13	2	99	11	-36	100

New compounds follow
SMILES	Cdc42 wt	Rab2A wt mod	Rab7 wt GTP bind	Rac1 mut GTP	ABCB1 block	Mcl1-Noxa inh	ABCG2 block	Rac1 wt modul	Avidin bead fluor	Pf gamet viab	HRas wt GTP bind
CSc1ccccc1C(=O)NCCc1ccc(S(=O)(=O)N2CCCCC2)cc1	96	101	99	95	1.3	14	7	100	6	/	98
O=C(CSc1ncnc2c1cnn2-c1ccccc1Cl)N1CCN(C(=O)c2ccco2)CC1	104	102	103	98	0.9	24	5	109	9	-19	103
O=C(Cn1cnc2cc([N+](=O)[O-])ccc2c1=O)Nc1cccc(S(=O)(=O)N2CCOCC2)c1	?	?	?	?	-2.7	53*	-6	?	8	0	?
CCOC(=O)c1cnc2c(-c3ccccc3)c(C)nn2c1N	100	99	96	99	-0.3	-1	2	101	7	22	100
CCOC(=O)c1nn(-c2ccc(F)cc2)c(=O)c2c(N)scc12	91	93	92	91	-0.5	4	19	91	11	6	91
COc1ccc2nc(SCC(=O)NN)cc(C)c2c1	102	101	100	99	0.1	0	0	105	33	14	100
OCC1(Cc2cccc(C(F)(F)F)c2)CCN(Cc2cc3ccccc3o2)CC1	95	94	94	96	1.0	4	2	99	11	-12	95

Of the compounds above, these have an aryl thioether with sulfur outside any ring:
SMILES	Cdc42 wt	Rab2A wt mod	Rab7 wt GTP bind	Rac1 mut GTP	ABCB1 block	Mcl1-Noxa inh	ABCG2 block	Rac1 wt modul	Avidin bead fluor	Pf gamet viab	HRas wt GTP bind
CCc1nnc(NC(=O)CSc2nnc(Cc3ccccc3)o2)s1	101	102	103	98	-0.6	19	30	106	9	/	101
CCOc1ccc(-n2c(SCC(=O)Nc3nccs3)nc3c(c2=O)SCC3)cc1	105	101	104	99	0.0	3	0	102	25	/	100
CSc1ccc(-c2cc(=O)c3ccccc3o2)cc1	100	99	99	96	1.1	7	2	99	2	/	98
CCOC(=O)CSc1nsc(SCC(=O)OCC)c1C#N	101	100	97	101	-0.3	-7	-1	104	8	/	102
Cc1cc(C)c(C(=O)CSc2nnc(C)s2)c(C)c1	97	94	96	97	1.5	8	22	98	10	8	95
CSc1ccccc1C(=O)NCCc1ccc(S(=O)(=O)N2CCCCC2)cc1	96	101	99	95	1.3	14	7	100	6	/	98
O=C(CSc1ncnc2c1cnn2-c1ccccc1Cl)N1CCN(C(=O)c2ccco2)CC1	104	102	103	98	0.9	24	5	109	9	-19	103
COc1ccc2nc(SCC(=O)NN)cc(C)c2c1	102	101	100	99	0.1	0	0	105	33	14	100

An unsorted share of the library. About 2.3% of those tested had a hit in this group.
